Bioassay records as filed in PubChem BioAssay.
GLD-1 TGE inh: GLD-1-TGE RNA interaction inhibition (C. elegans) | Q17339 | purified GLD-1 + fluorescein TGE RNA, fluorescence polarization | inhibition, % at 5.96 µM | actives 0.44% (n = 320,000) | AID 2280;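 active means percent inhibition above a per-plate cutoff, the plate mean of test compounds plus 3 SD, cut at about 30% in these data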;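 further: 0% = DMSO wells with GLD-1 and probe and 100% = wells lacking GLD-1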
MEX-5 binding: C. elegans MEX-5 TCR-2 RNA binding activity | Q9XUB2 | MEX-5/FITC-TCR2 RNA binding, fluorescence polarization; stronger effect = lower value | activity score (negative = inhibition of binding), % at 10 µM | actives 0.38% (n = 300,000) | AID 1832;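 active means inhibition past about -25% in most replicates, and total fluorescence under double the plate's negative control median, limit read from the data; inconclusive means replicates evenly split on the limit, or fluorescence at least double controls; inactive means too little inhibition in most replicates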;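 further: 0% = DMSO and -100% = 5 µM competing unlabeled TCR2 RNA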
Target sequence (Q9XUB2 whole entry, looked up): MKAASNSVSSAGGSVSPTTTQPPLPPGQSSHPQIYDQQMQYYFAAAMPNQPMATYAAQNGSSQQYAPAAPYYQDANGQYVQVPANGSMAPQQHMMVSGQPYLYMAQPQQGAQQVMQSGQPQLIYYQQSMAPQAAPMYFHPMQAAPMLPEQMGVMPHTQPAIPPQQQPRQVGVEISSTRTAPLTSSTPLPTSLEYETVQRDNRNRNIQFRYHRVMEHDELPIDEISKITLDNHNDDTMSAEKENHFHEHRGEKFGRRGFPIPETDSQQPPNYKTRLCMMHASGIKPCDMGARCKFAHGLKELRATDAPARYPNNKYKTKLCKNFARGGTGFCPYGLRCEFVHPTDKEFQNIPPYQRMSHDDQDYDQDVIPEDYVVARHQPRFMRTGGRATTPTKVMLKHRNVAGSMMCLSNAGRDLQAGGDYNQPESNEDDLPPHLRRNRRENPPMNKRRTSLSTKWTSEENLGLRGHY
Bcl-xL primary: Bcl-xL (human) inhibition | Q07817 | GST-Bcl-xL / FITC-Bim BH3 peptide fluorescence polarization | inhibition, % at 10.9 µM | actives 0.7% (n = 320,000);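 active means inhibition above the mean of all tested compounds plus 3 SD, cutoff set per campaign, cut at about 30% in these data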;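 further: 0% = DMSO wells and 100% = unlabeled Bim-BH3 peptide competitor; inhibitors lower millipolarization by displacing the labeled peptide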
Fam108B inh: Fam108B inhibition, counter-screen for RBBP9 inhibitors | AID 1947 | inhibition, % at 9.51 µM | actives 0.33% (n = 300,000) | recombinant Fam108B, FP-Rh probe fluorescence polarization;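 active means inhibition above the screen mean inhibition plus 3 SD, computed separately per campaign, cut at about 18% in these data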;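 further: inhibitors lower polarization as less probe binds the enzyme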
GRK2 aptamer HTS: blocks RNA aptamer binding to human GRK2. P25098. bead flow cytometry, FAM-aptamer displacement from GRK2. inhibition of aptamer binding, % at 10 µM. actives 0.59% (n = 330,000). AID 488847;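 active means inhibition of aptamer binding above 40%, roughly 3 SD of noise, on plates passing a quality check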;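 further: median bead fluorescence of bound FAM aptamer so fluorescent compounds give negative values; no value below 0 was filed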
CIT2 TOR yeast: yeast TOR pathway CIT2-GFP modulation. GFP response vs DMSO, % at 10 µM. actives 0.065% (n = 320,000). S. cerevisiae CIT2-GFP strain, flow cytometry, 3 h; 100 means same as DMSO wells;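 active means GFP response relative to DMSO above a set limit, near the screen mean plus 3 SD, cut at about 150% in these data; inconclusive means Fewer than 70 cells measured for a yeast strain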;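 further: ratio of well median GFP fluorescence to mean of DMSO wells on the plate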
MCL1-BIM inh: disrupts human MCL1 binding to BIM-BH3 peptide. Q07820. GST-MCL1 / FITC-Bim-BH3 fluorescence polarization. inhibition, % at 10.9 µM. actives 0.68% (n = 320,000);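 active means inhibition above the mean inhibition of all tested compounds plus 3 SD, set per campaign, cut at about 40% in these data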;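 further: 0% = DMSO wells and 100% = unlabeled Bim-BH3 peptide control; higher means more loss of mP so more displacement of Bim peptide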
Target sequence (Q07820 whole entry, looked up): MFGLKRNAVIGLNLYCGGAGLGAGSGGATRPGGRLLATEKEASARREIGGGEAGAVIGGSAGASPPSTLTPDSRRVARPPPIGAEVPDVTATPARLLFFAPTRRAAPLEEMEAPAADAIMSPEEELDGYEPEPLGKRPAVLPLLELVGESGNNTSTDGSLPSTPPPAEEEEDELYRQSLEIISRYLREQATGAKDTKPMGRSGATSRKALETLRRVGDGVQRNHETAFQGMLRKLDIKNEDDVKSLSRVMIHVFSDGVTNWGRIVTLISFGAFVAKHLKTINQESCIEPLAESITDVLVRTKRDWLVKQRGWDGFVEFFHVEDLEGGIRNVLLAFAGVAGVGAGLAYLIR
VLA-4 inh: inhibition in a human VLA-4 binding assay | P13612 | VLA-4 expressing cells, ligand binding flow cytometry | inhibition, % (about 7 µM as worked out from the volumes in the protocol) | actives 0.2% (n = 330,000) | AID 2557; in the data active means inhibition above about 50%
AGP1-GFP MLPCN: yeast TOR pathway AGP1-GFP modulation; S. cerevisiae AGP1-GFP multiplex flow cytometry, 3 h; GFP as percent of DMSO wells; GFP response vs DMSO, % at 10 µM; actives 0.02% (n = 320,000);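 active means GFP response relative to DMSO above a set limit, near screen average plus 3 SD, cut at about 150% in these data; inconclusive means fewer than 70 cells counted for the yeast strain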;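 further: median GFP channel fluorescence of the gated AGP1 strain per well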
* hit, by the source's call; ? = inconclusive; . = no result given; & = joins results of further samples.

cpd	compound	Fam108B inh	VLA-4 inh	MEX-5 binding	MCL1-BIM inh	Bcl-xL primary	GRK2 aptamer HTS	GLD-1 TGE inh	AGP1-GFP MLPCN	CIT2 TOR yeast
1	CN(C)C(=O)Oc1ccc2ccccc2c1Cl	-1	2	1.0	11	6	1	5	93	97
2	CCCCN=Cc1c(O)n(-c2c(C)cc(C)cc2C)c(=O)[nH]c1=O	13	-3	4.6	-24	-15	0	-28	113	114
3	Cc1ccccc1-n1c(O)c(/C=N/NC(=O)c2ccccc2O)c(=O)[nH]c1=S	0	-2	-29*	10	6	0	-5	100	98
4	CCCCCCCCC(=O)NCc1ccc(O)c(OC)c1	1	-1	.	2	4	0	4	85	84
5	CCCCn1c(O)c(C(C)=NCCc2c[nH]c3ccccc23)c(=O)[nH]c1=O	-2	24	-3.4	-5	-4	2	2	93	97
6	CCOC(=O)C1=C(N)OC2=C(C(=O)CCC2)C12C(=O)N1c3c(ccc(C)c32)C(C)=CC1(C)C (stereo not given)	8	-1	0.1	1	10	1	-2	99	100
7	CCOc1cccc(OCC)c2c(C)[n+](CC3CCCO3)c(C)c1-2 (stereo not given)	5	-14	-1.8	62*	53*	5	32*	93	96
8	O=c1c2ccccc2[nH]c(=S)n1-c1ccc2c(c1)OCCO2	0	4	0.2	5	10	1	0	103	100

Additional records
cpd	compound	Fam108B inh	VLA-4 inh	MEX-5 binding	MCL1-BIM inh	Bcl-xL primary	GRK2 aptamer HTS	GLD-1 TGE inh	AGP1-GFP MLPCN	CIT2 TOR yeast
9	O=C(c1cc2cc(Br)ccc2[nH]1)N1CCC2(CC1)OCCO2	-2	12	-1.8	2	1	2	2	96	100
10	CC(=O)c1ccc(NC2=NCCCS2)cc1	2	4	-3.2	4	0	1	9	107	111
11	CC/C(=N\N1CCCCCC1)c1c(O)n(-c2ccc(C)cc2)c(=O)[nH]c1=O	1	5	-1.2	-1	5	0	4	104	99
12	CCN(CC)C(=O)c1ccc(NC(=O)CSc2nnnn2-c2cc(OC)ccc2OC)cc1	-4	17	2.9	4	3	11	-3	104	95
13	COC(=O)C1=C(c2ccc(-c3ccccc3)c(F)c2)C[C@@H]2CC[C@H]1N2C(=O)NCc1cc(C)oc1C(F)(F)F	.	-1	.	7	2	2	-2	97	99
14	O=C1c2ccccc2C(=O)N1Cc1nc2ccccc2c(=O)n1-c1ccccn1	0	-2	.	12	10	1	2	91	88
15	COc1ccc(NC(=S)NC(NC(=O)CF)C(Cl)(Cl)Cl)c([N+](=O)[O-])c1 (stereo not given)	1	9	2.6	6	8	1	4	108	109
16	CN1CCN(/N=C/c2c[nH]c3ccccc23)CC1	2	7	0.5	-6	0	2	-9	113	111

Following part
cpd	compound	Fam108B inh	VLA-4 inh	MEX-5 binding	MCL1-BIM inh	Bcl-xL primary	GRK2 aptamer HTS	GLD-1 TGE inh	AGP1-GFP MLPCN	CIT2 TOR yeast
17	O=c1c2cc(Cl)cc(Cl)c2nc(CN2CCOCC2)n1-c1ccccc1F	0	-1	2.3	8	5	0	-2	102	98
18	CCCCn1c(O)c(C=Nc2c(C)n(C)n(-c3ccccc3)c2=O)c(=O)[nH]c1=O	-3	21	-1.3	2	3	0	0	97	97
19	Cc1ccc(-n2c(O)c(/C=N/Nc3ccccc3)c(=O)[nH]c2=O)cc1C	-1	3	-1.4	3	2	1	-1	?	?
20	C=CCN1C(=O)NC(=O)/C(=C/c2ccc(OCC(=O)Nc3ccc(C)cc3)cc2)C1=O	.	11	-11	.	.	0	.	81	80
21	NC(CC(=O)O)C1CCCCC1 (stereo not given)	-4	14	0.4	-3	3	0	0	96	92
22	CC1CN(c2ccc([N+](=O)[O-])c(N3CCCCC3)c2)CCN1 (stereo not given)	4	5	-1.5	4	8	0	15	100	101
23	Cc1c(N=Cc2c(O)n(Cc3ccccc3)c(=O)[nH]c2=O)c(=O)n(-c2ccccc2)n1C	0	1	-6.1	2	-2	0	2	98	110
24	COCCOC(=O)c1c(N)n(Cc2ccc(OC)cc2)c2nc3ccccc3nc12	-6	-1	-0.2	4	2	0	3	?	?

Other structures follow.
cpd	compound	Fam108B inh	VLA-4 inh	MEX-5 binding	MCL1-BIM inh	Bcl-xL primary	GRK2 aptamer HTS	GLD-1 TGE inh	AGP1-GFP MLPCN	CIT2 TOR yeast
25	CCN(CC)CCN=Cc1c(O)n(CCC2=CCCCC2)c(=O)[nH]c1=O	4	6	1.7	-24	-13	6	-15	91	85
26	O[C@H]1[C@H](O)[C@@H](O)CN2CC[C@H](O)[C@H]12	-2	15	3.4	2	2	1	10	99	100
27	CC(C)CCC1(CN2CCCC2=O)C(=O)NC(=O)NC1=O	3	3	1.3	6	1	0	1	102	106
28	COc1cc2[nH]c(=O)n(-c3ccccc3)c(=O)c2cc1OC	-2	8	2.5	1	3	1	6	102	97
29	Cc1ccc(-c2cc(-c3ccccc3)cc(-c3ccccc3)[n+]2-c2ccccc2C(=O)O)cc1	-1	17	0.2	5	9	7	6	80	68
30	CC/C(=N\NC(=O)c1ccccc1Cl)c1c(O)n(C2CCCCC2)c(=O)[nH]c1=O	2	22	1.6	11	4	2	4	107	103
31	COC(=O)C1=C(c2ccc3ccccc3c2)C[C@@H]2CC[C@H]1N2C(=O)NCc1ccco1	.	-2	.	11	9	0	-6	100	103
32	CC(C)Nc1nc(Cl)nc(NC(C)C)n1	0	-3	2.0	8	3	0	6	101	102

Going on with the list:
cpd	compound	Fam108B inh	VLA-4 inh	MEX-5 binding	MCL1-BIM inh	Bcl-xL primary	GRK2 aptamer HTS	GLD-1 TGE inh	AGP1-GFP MLPCN	CIT2 TOR yeast
33	O=c1[nH]c(=O)n(CCc2ccc(F)cc2)c(O)c1C=NCCCN1CCOCC1	9	-5	-0.8	5	2	0	1	84	89
34	OC1/C(=C/c2ccc(Cl)cc2Cl)N2CCC1CC2 (stereo not given)	-2	-4	1.7	-3	1	2	-6	104	104
35	Cc1cc(C)n2nc(SCC(=O)N3CCC4(CC3)OCCO4)nc2n1	-5	13	-0.3	8	3	0	5	101	98
36	CC1CCCCN1Cc1c[nH]c2ccccc12 (stereo not given)	0	-3	-1.2	0	2	1	-6	100	90
37	O=C(c1ccc(Br)cc1)C12CN3CN(CN(C3)C1)C2	0	3	-0.7	-8	-1	0	0	100	102
38	CN1C(=O)N(C)C(=O)C2(Cc3c(ccc4ccccc34)N(C)C2)C1=O	2	-5	-2.6	4	11	0	4	102	108
39	COc1ccccc1/C=C1\C(=O)NC(=S)N(c2ccccc2)C1=O	1	-16	-1.2	14	2	0	-36	92	101
40	O=c1[nH]c(=O)n(-c2cccc3ccccc23)c(O)c1/C=N/N1CCCCCC1	2	26	0.9	-5	-1	0	0	97	95

More structures follow:
cpd	compound	Fam108B inh	VLA-4 inh	MEX-5 binding	MCL1-BIM inh	Bcl-xL primary	GRK2 aptamer HTS	GLD-1 TGE inh	AGP1-GFP MLPCN	CIT2 TOR yeast
41	C=CCN1C(=O)NC(=O)C(Cc2ccc(OC)c(OC)c2)C1=O (stereo not given)	3	38	-2.0	-3	7	13	-1	103	105
42	CCn1c(O)c(C=NCCN2CCOCC2)c(=O)[nH]c1=S	5	1	1.3	-2	3	0	3	112	99
43	CC(C)OC(=O)c1c(N)n(Cc2ccco2)c2nc3ccccc3nc12	-1	15	-9.2	11	16	2	10	91	88
44	CCc1cc(=O)oc2cc(OCC(=O)N3C[C@H]4C[C@@H](C3)c3cccc(=O)n3C4)c(Cl)cc12	1	4	-0.4	7	0	0	7	99	91
45	CC(C)OCCCNC(=O)c1c(N)n(CC2CCCO2)c2nc3ccccc3nc12 (stereo not given)	7	-3	-2.0	8	7	4	10	104	100
46	COC(=O)C1=C(c2ccccc2OCc2ccccc2)C[C@@H]2CC[C@H]1N2C(=O)NCc1ccc(Br)cc1	.	-6	.	5	5	6	0	98	100
47	CN(C)C(=O)Oc1ccc(Cl)c2ccccc12	-2	3	-0.5	7	3	3	7	97	88
48	OC(CN1CC=C(c2ccccc2)CC1)c1ccccc1 (stereo not given)	0	4	5.7	-1	2	0	6	103	100

Other entries:
cpd	compound	Fam108B inh	VLA-4 inh	MEX-5 binding	MCL1-BIM inh	Bcl-xL primary	GRK2 aptamer HTS	GLD-1 TGE inh	AGP1-GFP MLPCN	CIT2 TOR yeast
49	CCOc1cc(C2NCc3ccccc3-n3cccc32)ccc1O (stereo not given)	1	0	0.2	3	3	0	-1	102	99
50	CC1(C)CN=C(Nc2ccc(F)c(F)c2)S1	-1	-4	-0.4	13	7	1	5	91	106
51	CC(C)C(=O)NC(Oc1ccccc1Cl)C(Cl)(Cl)Cl (stereo not given)	-4	3	0.5	-2	7	0	-2	94	96
52	O=C1CNC(c2ccccc2Cl)c2cc(Br)ccc2N1 (stereo not given)	1	3	1.0	8	2	0	5	107	98
53	Cc1nc2cc([N+](=O)[O-])ccc2c(=O)n1-c1ccc(Br)cc1	-1	4	2.6	7	5	0	1	103	106
54	Cc1c(C(=O)N2CCC3(CC2)OCCO3)sc2ncnc(N3CCc4ccccc4C3)c12	2	-2	0.5	0	5	0	-4	108	96
55	CCOC(=O)[C@]1(C#N)[C@@H]2C=CC(C(N)=O)=CN2[C@@H](C(N)=O)[C@@H]1c1ccc(F)cc1	4	3	-6.0	19	23	0	24	.	.
56	Cn1cc(C(=O)N2CCOCC2)c2ccccc21	-6	2	0.0	2	0	1	0	107	103

(list continues)
cpd	compound	Fam108B inh	VLA-4 inh	MEX-5 binding	MCL1-BIM inh	Bcl-xL primary	GRK2 aptamer HTS	GLD-1 TGE inh	AGP1-GFP MLPCN	CIT2 TOR yeast
57	C=C(C)CN1CC[C@]23c4c5ccc(O)c4O[C@H]2c2[nH]c4ccccc4c2C[C@@]3(O)C1C5	4	3	-3.8	4	1	5	6	97	107
58	CCC(CC)C(=O)NC1CCSC1=O (stereo not given)	2	15	-0.5	-2	0	2	5	108	103
59	O=C(c1ccc2nc3ccc(Cl)cc3c(=O)n2c1)N1CCC2(CC1)OCCO2	-6	1	.	0	7	0	10	111	107
60	COc1ccc(N2CCN(Cc3nc4ccccc4[nH]3)CC2)cc1	5	1	-0.3	2	6	2	8	96	103
61	N/C(=N\[N+](=O)[O-])N1CCN(C(=O)OC2CCCC2)CC1	0	25	-1.9	7	6	33	-5	107	101
62	ClC1C(Cl)C(Cl)C(Cl)C(Cl)C1Cl (stereo not given)	0&-4	5&16	.	3&3	4&7	0&0	1&0	92&96	88&89
63	Cc1ccc([N+](=O)[O-])cc1	.	11	.	5	7	2	2	102	94

These rows are one share of the data; the hit share may differ from the screen's.
